CHRM4 PAM = human M4 muscarinic receptor positive allosteric modulators, primary screen, CHO-K1 cells, Fluo-8 calcium fluorescence; Muscarinic acetylcholine receptor M4 (Homo sapiens), P08173; CHO-K1 hM4/Gqi5, ACh EC20; 0% = ACh EC20, 100% = maximal ACh; activation, % at 3 µM; hit rate 0.4% among 360,000;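 active = activation above its plate's cutoff, the mean activation of sample wells plus 3 SD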; note: some results filed as inactive read as strong as hits
M1 PAM = human M1 muscarinic receptor positive allosteric modulators, primary screen, CHO-K1 cells, Fluo-8 calcium fluorescence, 1536-well. Muscarinic acetylcholine receptor M1 (Homo sapiens), P11229. CHO-K1 hM1, ACh EC20; 0% = ACh EC20, 100% = maximal ACh. activation, % at 3 µM. hit rate 0.088% among 360,000. AID 588819, 2011; in the data active = activation above about 19%, passing the limit was not always enough
Target sequence (P11229 whole entry, looked up): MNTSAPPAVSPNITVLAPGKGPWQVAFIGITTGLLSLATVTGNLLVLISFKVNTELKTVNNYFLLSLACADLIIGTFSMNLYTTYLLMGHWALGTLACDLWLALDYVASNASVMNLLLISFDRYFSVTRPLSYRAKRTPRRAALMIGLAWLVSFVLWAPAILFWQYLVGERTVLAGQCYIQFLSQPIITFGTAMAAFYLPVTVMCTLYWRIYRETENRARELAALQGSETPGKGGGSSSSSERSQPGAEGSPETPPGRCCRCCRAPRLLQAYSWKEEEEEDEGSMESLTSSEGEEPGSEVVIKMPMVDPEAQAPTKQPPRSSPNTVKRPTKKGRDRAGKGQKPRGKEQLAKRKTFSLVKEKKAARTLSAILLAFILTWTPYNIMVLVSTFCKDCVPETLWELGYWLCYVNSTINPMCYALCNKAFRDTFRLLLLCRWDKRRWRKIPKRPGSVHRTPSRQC
CHRM5 antagonist = human M5 muscarinic receptor antagonists, primary screen, CHO cells, Fluo-8 calcium fluorescence; AID 624040, 2012; hit rate 0.59% among 360,000; Muscarinic acetylcholine receptor M5 (Homo sapiens), P08912; CHO-hM5 cells, ACh EC80; inhibition, % at 3 µM;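 active = inhibition above a per-plate cutoff, the mean of that plate's test compounds plus 3 SD, cut at about 27% in these data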;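 note: 0% = acetylcholine EC80 with DMSO and 100% = DMSO without agonist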
Target sequence (P08912 whole entry, looked up): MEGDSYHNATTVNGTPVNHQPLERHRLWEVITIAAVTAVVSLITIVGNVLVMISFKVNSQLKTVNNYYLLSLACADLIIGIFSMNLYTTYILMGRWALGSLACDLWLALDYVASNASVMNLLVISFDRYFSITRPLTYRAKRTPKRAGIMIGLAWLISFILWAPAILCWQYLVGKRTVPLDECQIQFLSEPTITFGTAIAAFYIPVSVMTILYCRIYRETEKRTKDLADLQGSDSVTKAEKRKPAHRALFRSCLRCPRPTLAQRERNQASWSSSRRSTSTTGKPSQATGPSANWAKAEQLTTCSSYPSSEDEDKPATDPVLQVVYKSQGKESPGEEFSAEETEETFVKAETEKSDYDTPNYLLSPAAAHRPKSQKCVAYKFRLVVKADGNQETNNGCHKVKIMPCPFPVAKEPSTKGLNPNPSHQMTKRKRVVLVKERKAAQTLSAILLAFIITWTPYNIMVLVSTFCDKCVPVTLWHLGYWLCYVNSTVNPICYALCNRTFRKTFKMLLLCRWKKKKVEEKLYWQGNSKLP
CHRM1 antagonist = human M1 muscarinic receptor antagonists, primary screen, CHO-K1 cells, Fluo-8 calcium fluorescence, 1536-well. CHO-K1 hM1, ACh EC80 antagonist. inhibition, % at 3 µM. Muscarinic acetylcholine receptor M1 (Homo sapiens), P11229. hit rate 1.3% among 360,000. AID 588852, 2011;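 active = percent inhibition above its own plate's cutoff, namely the mean of that plate's compound wells plus 3 SD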;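 note: peak over basal fluorescence ratio during 140 s after agonist addition; 0% = ACh EC80 plus DMSO and 100% = DMSO alone without agonist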
M5 ag = human M5 muscarinic receptor agonists, primary screen, CHO-K1 cells, Fluo-8 calcium fluorescence; Muscarinic acetylcholine receptor M5 (Homo sapiens), P08912; CHO-K1 hM5 cells; 0% DMSO wells, 100% maximal acetylcholine response; activation, % at 3 µM; hit rate 0.19% among 360,000;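 active = activation above the run's mean over test compounds plus 3 SD, cut at about 23% in these data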;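 note: signal is peak over basal fluorescence ratio across the kinetic read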
M4 antag = human M4 muscarinic receptor antagonists, primary screen, CHO cells, Fluo-8 calcium fluorescence; inhibition, % at 3 µM; hit rate 0.73% among 360,000; CHO-hM4 cells, ACh EC80;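 active = inhibition above its plate's cutoff, the mean inhibition of sample wells plus 3 SD, cut at about 27% in these data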;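 note: 0% = acetylcholine EC80 with DMSO and 100% = DMSO without agonist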
M5 PAM = human M5 muscarinic receptor positive allosteric modulators, primary screen, CHO-K1 cells, Fluo-8 calcium fluorescence | hit rate 0.3% among 360,000 | CHO-K1 hM5, ACh EC20 PAM; 0% = ACh EC20, 100% = ACh EC100 | activation, % at 3 µM | Muscarinic acetylcholine receptor M5 (Homo sapiens), P08912;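 active = activation above the run cutoff, the mean activation of all test compounds plus 3 SD, cut at about 18% in these data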
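System – CHO-K1 hM5 cells · Compound – 3 µM, single dose · Incubation – compound preincubation 140 s before EC20 acetylcholine addition · Technique – Fluo-8 calcium fluorescence · Measure – Max/basal fluorescence ratio as % of EC20–EC100 ACh window · Benchmarks – low control EC20 acetylcholine (0%), high control EC100 acetylcholine (100%) · Replication – singlicate, one well per test compound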
M4 ag = human M4 muscarinic receptor agonists, primary screen, CHO-K1 cells, Fluo-8 calcium fluorescence; Muscarinic acetylcholine receptor M4 (Homo sapiens), P08173; CHO-K1 hM4/Gqi5; vehicle 0%, full acetylcholine response 100%; activation, % at 3 µM; hit rate 0.14% among 360,000; AID 624127, 2012;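 active = activation above the run mean over all test wells plus 3 SD, cut at about 32% in these data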;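 note: peak over basal fluorescence ratio per well then scaled between controls; 0% = DMSO wells and 100% = acetylcholine at EC100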
CRFR2-BP ag = agonists of CRF-BP/CRF-R2 complex, primary screen, cell-based, HEK293, calcium dye fluorescence, uHTS. hit rate 0.46% among 350,000. activation, % at 13.2 µM. calcium dye fluorescence (FLIPR); percent of saturating CRF peptide response;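 active = activation of at least 50%, plus an integration ratio under a set limit after plate pattern correction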;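 note: plate controls were neutral control wells without compound for no effect and CRF at EC100 for full effect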
* marks the source's active call; other numbers are inactive results; . = no result given.

SMILES	CHRM4 PAM	M1 PAM	CHRM5 antagonist	CHRM1 antagonist	M5 ag	M4 antag	M5 PAM	M4 ag	CRFR2-BP ag
O=C(NCC1CCCO1)c1ccccc1NC(=O)c1cccc2ccccc12 (centres undefined)	-8	-2	10	6	2	13	-12	14	-1.0
O=C(CSc1ccccc1)N1CCN(C(=O)c2ccco2)CC1	9	9	0	-17	-2	-7	5	1	1.0
Cc1cc(/C=C2\SC(=S)N(C)C2=O)c(C)n1-c1ccc(O)cc1	8	2	17	-1	10	2	-3	9	13
COc1ccc(CNC(=O)C(c2ccncc2)N(C(=O)Cc2cccs2)c2ccc(C)cc2)cc1 (centres undefined)	-8	-4	5	0	1	10	-14	8	-0.1
COc1ccc(C2=CC(=O)C[C@H](c3ccc(F)cc3)C2)c(OC)c1	8	2	8	-7	-5	-1	0	2	1.8
NS(=O)(=O)c1cccc(NC(=O)c2ccno2)c1	-2	-7	0	8	-3	-3	-1	2	0.3
Cc1nc2ccc(NC(=O)N3CCCCC3)cc2nc1C	7	6	-3	-3	-2	15	3	0	0.6
Cc1ccc(NC(=O)c2cc3ccccc3oc2=O)cc1S(=O)(=O)N(C)C	-1	-5	5	4	0	-1	-6	14	0.9
O=C(Nc1ccccc1C(=O)N1CCOCC1)C1CCCO1 (centres undefined)	12	1	1	-7	1	2	-2	2	-0.8
CC1(C)Cc2nc3sc4c(=O)[nH]cnc4c3cc2CS1	13	4	-5	-29	-3	-13	-15	3	-1.0
Cn1c(COc2ccccc2)nnc1SCCC(=O)Nc1ccccc1	15	2	-13	-3	-4	6	5	2	-1.4
CCOC(=O)c1cc2n(n1)C(C(F)(F)F)CC(C)N2 (centres undefined)	-1	4	4	0	1	16	3	0	1.6
COCCNC(=S)N1CCC2CC1c1c(Cl)cccc12 (centres undefined)	10	4	-4	-11	-3	-4	0	2	-0.3
O=C(Nc1ccc(NS(=O)(=O)c2ccccc2)cc1)c1ccccc1	-4	4	1	-4	0	8	-1	2	0.1
Cc1[nH]c2ccccc2c1SCC(=O)N1CCCCCC1	-4	5	4	-2	-2	8	-1	2	0.6
N#CCc1nn2c(-c3ccccc3)ccnc2c1C#N	1	4	-8	-7	-4	-6	-2	1	-5.0
Cc1cc(NC(=O)C2CCN(S(=O)(=O)c3c(C)noc3C)CC2)ccc1Br	0	-6	0	3	-2	-4	0	3	-0.6
CN(C)c1ccc(N2C(=O)CC(Sc3ccccc3C(=O)O)C2=O)cc1 (centres undefined)	-4	-3	15	-3	0	14	-11	0	0.7
COc1ccc(NC(=O)Nc2nccs2)cc1	9	5	-2	6	3	-7	0	5	-1.9
CN(Cc1ccccc1)C(=O)c1ccc(NC(=O)Cc2cccc(NC(=O)C3CCN(C(=O)C4CC4)CC3)c2)cc1	-3	7	4	-12	-3	8	-3	0	0.1
COc1ccc(-c2nnc3ccc(SC)nn23)cc1	-1	9	2	-10	-1	2	-5	1	-0.5
O=C(C1=C[C@@H](C2CC2)C[C@@H](OCc2ccc(CO)cc2)O1)N1CCN(Cc2ccccc2)CC1	20	19	-15	-6	3	-11	9	3	0.5
CCOC(=O)N1CCC2(O)CCCCC2C1c1ccc(F)cc1 (centres undefined)	-2	-4	-6	-16	-3	3	-3	0	-1.3
COC(=O)[C@@H]1CC(O)CN1C(=O)C12CC3CC(CC(C3)C1)C2 (some centres undefined)	6	11	7	-11	-3	-4	-2	1	1.0
CC[C@@]12C(=O)N(c3cccc(Br)c3)C(=O)N1[C@H](c1ccc(F)cc1)[C@@H]1C(=O)N(C3CCCCC3)C(=O)[C@@H]12	7	6	6	-1	0	8	1	3	3.6
CC(C)(C)SCCNC(=O)CSc1ccccc1	-4	12	-3	0	-3	4	-2	0	-1.6
Cc1ccc(OCc2cc(C(=O)N3CCC(c4ccccc4Cl)C3)no2)cc1C (centres undefined)	-5	-8	-7	19	0	2	-1	2	3.0
CCOc1cccc(/C=N/NC(=O)c2cc(-c3cccn3C)n[nH]2)c1O	-1	7	3	-12	3	-7	-7	9	1.6
O=C(NC(Cc1ccccc1)C(=O)O)/C(=C\c1ccc(Cl)cc1)NC(=O)c1ccco1 (centres undefined)	-2	11	5	-14	2	0	-5	-1	-2.6
Cc1ccc(C(C)C)c(OCc2nnc(SCC(=O)Nc3ncc(C)s3)n2C)c1	0	3	12	3	-2	-3	-6	0	2.8
O=C(NC1CC1)c1ccc(COc2ccc(F)cc2)o1	-7	3	0	2	1	2	-7	1	-1.9
CCOC(=O)c1sc2nc(Cc3ccc(Cl)cc3)[nH]c(=S)c2c1C	8	13	3	-14	-3	-10	1	1	2.5
COc1ccc(C2=NS(=O)(=O)N(C)C(C(=O)N(C)Cc3ccccc3)=C2)cc1	-2	2	13	-4	2	-16	-7	12	2.0
CN(C)S(=O)(=O)c1ccc(NC(=O)CN2CCN(C(c3ccccc3)c3ccccc3)CC2)cc1	-3	7	-2	-5	-2	10	1	0	1.6
Cc1sc(NC(=O)c2ccc3ncsc3c2)c(C(N)=O)c1C	5	1	3	-7	3	-3	1	2	-0.5
Cc1ccc(Nc2c(-c3ccccc3)nc3cnccn23)cc1	11	13	4	-22	-5	-12	6	-2	2.6

Arranged by number of heavy atoms (smallest number first): part of the list above.
SMILES	CHRM4 PAM	M1 PAM	CHRM5 antagonist	CHRM1 antagonist	M5 ag	M4 antag	M5 PAM	M4 ag	CRFR2-BP ag
O=C(NC1CC1)c1ccc(COc2ccc(F)cc2)o1	-7	3	0	2	1	2	-7	1	-1.9
Cc1sc(NC(=O)c2ccc3ncsc3c2)c(C(N)=O)c1C	5	1	3	-7	3	-3	1	2	-0.5
CC[C@@]12C(=O)N(c3cccc(Br)c3)C(=O)N1[C@H](c1ccc(F)cc1)[C@@H]1C(=O)N(C3CCCCC3)C(=O)[C@@H]12	7	6	6	-1	0	8	1	3	3.6

Next part.
SMILES	CHRM4 PAM	M1 PAM	CHRM5 antagonist	CHRM1 antagonist	M5 ag	M4 antag	M5 PAM	M4 ag	CRFR2-BP ag
CN(C)c1nc(N(C)C)nc(N2CCCCC2)n1	6	-1	0	22*	0	0	1	-1	0.2
O=C(Nc1nnc(CCc2ccccc2)s1)c1ccc(F)cc1	-3	8	1	-22	-2	10	-7	0	-0.7
Cc1cc(C)n2nc(SCC(=O)N/N=C/c3ccccn3)nc2n1	2	15	3	-13	0	10	1	0	-2.8
CCCN(CC(=O)Nc1ccc(F)c(F)c1F)C(=O)c1ccc(=O)n(Cc2ccccc2)n1	3	6	2	-7	-1	5	4	1	-1.6
CCOC(=O)C1CCCN(CCC(=O)Nc2ccc(Br)cc2)C1 (centres undefined)	-10	-13	10	20	-10	9	-2	1	1.1
O=C(c1ccc(=O)[nH]c1)N(Cc1cccs1)C1(C(=O)NC2CCCC2)CCCCC1	0	15	-1	-15	-3	10	1	1	-1.9
O=C(Cc1ccccc1[N+](=O)[O-])N/N=C/c1cccnc1	5	4	7	-12	-1	-2	-2	2	0.9
Cc1ccc(Cn2nnc3c(=O)n(CC(=O)NCc4ccco4)cnc32)cc1	14	7	9	-11	-2	6	-3	0	-0.8
CCOC(=O)c1c(NC(=O)COC(=O)c2ccc(NC(=O)CC#N)cc2)sc(C(=O)NC)c1C	-3	3	11	0	3	-8	-3	5	4.5
CCC1CCCCN1CCCNC(=O)CNC(=O)c1nn(-c2ccc(OC)cc2)c(=O)c2ccccc12 (centres undefined)	-16	-27	0	40*	-6	24	-6	0	1.1
O=C(NC(=S)NC1CCSC1=O)c1ccccc1Cl (centres undefined)	6	1	5	-1	-4	2	3	1	-1.1
CC(C)(C)c1ccc(C(=O)Nc2ccc(S(N)(=O)=O)cc2)cc1	2	-8	5	17	-6	-2	0	-2	-0.3
CCOc1cccc(C(=O)Nc2cccc(C(C)=O)c2)c1	-1	5	2	-3	-2	0	-6	3	-3.4
CCCCNS(=O)(=O)c1cccc(NC(=O)[C@@H]2O[C@H](CO)[C@@H](O)[C@H]2O)c1	-2	3	7	-14	1	2	-2	1	.
COC(=O)CCn1nc(-c2ccc(Cl)cc2)c2ccccc2c1=O	3	5	-8	-2	-2	1	3	0	2.2
Oc1ccc(-c2nc3ccccn3c2NCc2ccco2)cc1	-10	-4	17	20	4	22	-16	16	-1.3
COc1ccc(N/C(=N/c2nc(C)cc(C)n2)NC(=O)c2ccccc2)cc1	0	6	6	-12	1	-6	1	0	0.3
O=C(OCC(=O)N1c2ccccc2Sc2ccccc21)c1cccnc1	-11	-17	9	14	-6	13	-14	2	0.9
O=C(NNC(=O)C1C2C=CC(C2)C1C(=O)O)c1ccccc1 (centres undefined)	-10	1	14	0	-3	7	-1	1	0.3
O=C(Nc1ccc2c(c1)OCCO2)C1CCN(S(=O)(=O)c2cccc3nsnc23)CC1	9	-6	0	-15	0	1	3	2	-0.5
Cc1cccc(N(CC(=O)Nc2ccc(F)cc2)S(C)(=O)=O)c1	2	7	-1	-3	1	7	-3	0	0.0
O=C(CCSCc1cccc(Cl)c1)NCCc1ccccc1	2	1	8	-11	-2	-2	-4	0	-0.3
CCCCC1=CC2=C(c3ccco3)C(=O)C(C)(OC(=O)c3ccc(OC)cc3)C(=O)C2=CN1CCN1CCOCC1 (centres undefined)	-2	-5	6	11	0	-1	2	0	7.6
COc1ccc(Nc2ncnc3sc(-c4ccccc4)cc23)c(OC)c1	-29	-7	6	8	-4	-12	-18	5	-1.4
Cc1ccccc1NC(=O)Cn1c(=O)sc2ccccc21	0	8	-2	3	1	-6	6	1	-3.6
CCC(C(=O)OC)n1cnc2c(nnn2-c2ccc(OC)cc2)c1=O (centres undefined)	6	8	0	-5	2	1	1	2	0.3
CC(C)(C)NC(NC(=O)Cc1ccccc1)C(Cl)(Cl)Cl (centres undefined)	-5	7	8	-9	-12	10	4	-1	-1.1
COc1cc(/C=N/Nc2cccc(C)c2)ccc1OC(=O)c1ccco1	3	1	-3	0	-1	-1	6	0	-1.2
O=C(CN1C(=O)NC2(CCCC2)C1=O)OCc1ccc(Br)cc1	-2	3	-2	-3	0	-1	-2	2	-0.5
CC(/C=N/NC(=O)c1cc(-c2cccn2C)n[nH]1)=C\c1ccccc1	-6	9	22	-3	-3	2	-10	2	-0.3
NC(=O)C1CCN(C(=O)COc2ccc3ccccc3c2)CC1	-3	7	-6	-2	2	11	3	0	2.3
O=C(NCC1COc2ccccc2O1)c1c[nH]c2ccc(S(=O)(=O)N3CCOCC3)cc2c1=O (centres undefined)	5	8	0	-4	0	-3	6	2	-1.3
Cc1ccc(-c2nn(C)c(=O)c3ccccc23)cc1CNC(=O)c1ccccc1	-7	4	4	-9	3	3	7	6	-0.9
COc1ccc(Cl)cc1NC(=O)CN1C(=O)CSC1=O	-1	5	2	-4	-1	-9	-6	1	-0.9

Compound activity deposited in PubChem BioAssay by several laboratories.
